TGFb SMAD3 inh: qHTS for Inhibitors of TGF-b | Potency, µM (titrated, usually from 46.1 µM), without a hit: at the top dose activity, negative = inhibition, hits mostly inhibitors | HepG2 CAGA-GFP TGF-b/SMAD3 reporter, GFP fluorescence, 18 h; TGF-beta stimulated, 500 pg/mL final | 410,000 tested, 1.2% active; also: potency is read from the fitted curve at half-maximal effect; % is scaled to controls: 0 for no effect and ±100 for the full control effect; nearly all actives have a fitted effect of over 65% in size
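Inhibition was scored as loss of TGF-beta-induced (500 pg/mL final, 18 hours, 37 degrees C) GFP in HEPG2 cells carrying a CAGA-GFP reporter, in DMEM with 1% FBS. Well GFP was summed per cell; Activity was normalised to unstimulated and stimulated DMSO wells, then concentration-response fitting.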
Nrf2 ARE act: qHTS of Nrf2 Activators; Potency, µM (series often up to 46.1 µM), without a hit: at the highest dose activation, hits mostly activators; 410,000 tested, 0.31% active; AREc32 ARE-luciferase reporter (MCF7-derived line), luminescence, 24 h; also: potency is read from the fitted curve at half-maximal effect; % of control where 0% means no effect; nearly all actives have a fitted effect of over 65% in size
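For detection, Steady-Glo was added and plates sat 30 min at RT; before that, AREc32_Fluc cells grown overnight in OPTI-MEM/5% FBS had been treated with 23 nL compound for 24 hr at 37 deg C.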
HepG2 viability: qHTS for Inhibitors of TGF-b: Cytotox Counterscreen. 410,000 tested, 0.76% active. HepG2 CAGA-GFP viability, ATP luminescence, 18 h. Potency, µM (titrated, usually from 46.1 µM), for the others: at the highest dose activity change, negative = cytotoxicity, hits mostly cytotoxic. AID 588856, 2011; also: potency is read from the fitted curve at half-maximal effect; some results filed as inactive show a strong effect at the top dose
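HepG2 CAGA-GFP cells (1000/well, DMEM with 1% FBS) received compound, then TGF-beta at 500 pg/mL final, and were incubated 18 hours at 37 degrees C. Viability was read by CellTiter-Glo luminescence. Media-only wells were set as complete cell-killing and DMSO as no toxicity.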
A549 tox: Nrf2 qHTS screen for inhibitors: counterscreen for cytotoxicity; Potency, µM (series often up to 46 µM), for inactives: at the highest dose activity change, negative = cytotoxicity, usual class: inhibitors; AID 504648, 2011; A549 ARE-Fluc cells, CellTiter-Fluor viability, 18-24 h; 390,000 tested, 0.16% active; also: potency is read from the fitted curve at half-maximal effect; % is scaled to controls: 0 for no effect and ±100 for the full control effect
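A549 ARE-Fluc cells in 5% FBS OPTI-MEM, 5000 cells/well, rested 2 h then exposed to compounds in concentration-response for 18-24 h at 37 °C. Viability by CellTiter-Fluor fluorescence (Ex 405/Em 525) after 30 min; luciferase luminescence (BugLite, 15 min, RT) read afterwards.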
pAkt inh: HTS Assay for Inhibitors of Akt Phophorylation: Primary Screen. 360,000 tested, 0.32% active. activity change, % for hits at 50 µM. Neuro2A IGF-stimulated pAkt S473 HTRF, 20 min; active compounds read low; in the data active = activity change below about -80%; inconclusive = mostly about -51% to -80%; also: % is scaled to controls: 0 for no effect and ±100 for the full control effect
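Neuro2A cells in DMEM with 0.5% FBS, overnight at 37 deg C, given compound at single 50 µM final, then IGF (6 nM final) for 20 min at 37 deg C. Lysed; phospho-Akt Ser473 by HTRF after 24 h, 665/615 ratio.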
CCT chaperon mod: High-Throughput Screening for Modulators of Cytosolic Chaperonin Activity; purified chaperonin ATPase assay, HTRF ADP detection, 30 min; activity change, % (test concentration not listed), hits read low; 360,000 tested, 0.3% active; in the data active = activity change below about -30%; also: % is scaled to controls: 0 for no effect and ±100 for the full control effect
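TRiC at 40 or 20 nM final (batch-dependent) in 30 mM Tris pH 7.4, 100 mM KCl, 5 mM MgCl2, 1 mM DTT, with compound at single 76 uM and 10 uM ATP, 30 min at 37 deg C. ADP detected by HTRF Transcreener, 665/615 ratio.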
Abeta yeast res: qHTS for compounds that reverse cellular toxicity of Amyloid beta (A-beta) peptide in yeast: Primary Screen; yeast expressing A-beta42, growth rescue, OD600, 48 h; response scale: 0% DMSO, 100% iron-clioquinol control; 410,000 tested, 0.063% active; Potency, µM (top dose mostly 46.1 µM), without a hit: at the highest dose growth rescue, actives largely listed as activators; AID 1347071, 2019; also: potency is read from the fitted curve at half-maximal effect; nearly all actives have a fitted effect of over 55% in size
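Growth rescue measured by 600 nm absorbance after 48 h yeast culture at 30 C with compound. Values normalized between DMSO and an equimolar ferric chloride plus clioquinol control.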
Nrf2 inh: Nrf2 qHTS screen for inhibitors | A549 ARE-Fluc reporter, luciferase luminescence, 18-24 h | Potency, µM (highest dose often 46 µM), for the others: top-dose activity change, negative = inhibition, usual class: inhibitors | 360,000 tested, 2.1% active; also: potency is read from the fitted curve at half-maximal effect; % is scaled to controls: 0 for no effect and ±100 for the full control effect; nearly all actives have a fitted effect of over 60% in size
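Quantitative HTS in A549 cells stably bearing an antioxidant response element-firefly luciferase construct. Inhibition of Nrf2-driven transcription was scored by luminescence after 18-24 h of compound exposure at 37 °C.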
MmCpn inh: Inhibitors of TCP-1 ring complex (TRiC) of Methanococcus maripaludis (MmCpn): qHTS; 330,000 tested, 0.031% active; Potency, µM (doses to about 76.9 µM), for inactives: at the top dose activity, negative = inhibition, hits mostly inhibitors; AID 504842, 2011; purified Mm-Cpn ATPase, ADP Transcreener TR-FRET; Chaperonin Mm-Cpn (Methanococcus maripaludis); also: potency is read from the fitted curve at half-maximal effect; % is scaled to controls: 0 for no effect and ±100 for the full control effect; nearly all actives have a fitted effect of over 80% in size
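Compound-treated chaperonin, 25 nM final, turns over 10 uM ATP at 37°C for 30 min following a 10 min preincubation; ADP generated competes with ADP-d2 for Eu-cryptate antibody, lowering FRET.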
An asterisk follows results filed as active; i = inactive; ? = inconclusive; / = no result given; & = joins results of further samples; [ ] = dose if it differs, or a comment. Unless noted, calls follow the shape of the dose curve; as a rule, active = well fitted curve in the direction sought with a large enough effect; inconclusive = small, poorly fitted or top-dose-only effect, or another doubt; inactive = no such curve, though single readings can be large; an effect the other way counts as inactive or inconclusive.

SMILES	TGFb SMAD3 inh	Nrf2 ARE act	HepG2 viability	A549 tox	pAkt inh	CCT chaperon mod	Abeta yeast res	Nrf2 inh	MmCpn inh
COc1ccc2cc(C(c3nnnn3C(C)(C)C)N3CCSCC3)c(=O)[nH]c2c1 (centres undefined)	-4%	-0.6%	-2%	-6%	i	-1.0	3%	5%	0%
CC1CCCN(Cc2csc(N)n2)C1 (centres undefined)	7%	0.1%	-1%	0%	i	0.9	14%	-2%	-1%
COCCN=C1Sc2nc3ccc(C)cc3cc2CN1Cc1cccs1	0%	12%	1%	-1%	i	-3.1	-15%	?	-23%
COC(=O)[C@]12CCCCC=C1N(Cc1cccc3ccccc13)C(=O)[C@H](CC(=O)N1CCCCC1)C2	/	-0.6%	/	/	i	-0.6	10%	/	/
COc1ccc(S(=O)(=O)N(C)CC(=O)Nc2ccccc2SC)cc1Cl	-17%	-0.1%	-11%	-3%	i	0.3	-4%	/	2%
O=C(CCc1ccccc1)NCCc1cccs1	-8%	-0.6%	-2%	-1%	i	-3.4	-2%	23%	-1%
Cc1ccc(-c2cc(C(=O)NCc3ccc4c(c3)OCO4)no2)cc1	10%	-0.4%	3%	1%	i	3.3	-6%	26%	0%
Cc1ccc(NC(=O)CCN2CCOCC2)cc1C	7%	-0.5%	-34%	2%	i	-0.4	1%	4%	2%
CCOP(=O)(OCC)C(Nc1ccc(C(=O)O)cc1)c1ccccc1 (centres undefined)	1%	-0.2%	-1%	6%	i	-0.4	-9%	-3%	-3%
O=C(COc1ccc(Nc2ccccc2)cc1)OCC(=O)N1CCCCC1	-16%	-0.5%	-4%	6%	i	-0.7	-1%	22%	-5%

Looked up above.
`O=C(CCc1ccccc1)NCCc1cccs1` in A549 tox is entered as -1%
`COc1ccc2cc(C(c3nnnn3C(C)(C)C)N3CCSCC3)c(=O)[nH]c2c1` (centres undefined) in Nrf2 inh is entered as 5%

Further structures follow:
SMILES	TGFb SMAD3 inh	Nrf2 ARE act	HepG2 viability	A549 tox	pAkt inh	CCT chaperon mod	Abeta yeast res	Nrf2 inh	MmCpn inh
CC(C)c1ccc(/C=C2\Oc3c(ccc(O)c3CN3CCN(C)CC3)C2=O)cc1	2%	3.0%	-17%	3%	i	-2.6	-15%	2%	-2%
O=C(NNC(=O)c1ccccc1-n1cccc1)c1ccc(Cl)cc1Cl	6%	5.9%	-12%	?	i	-2.1	1%	/	1%
CNC(=O)CN(c1ccc(OC)cc1)S(=O)(=O)c1ccc(F)cc1	-10%	0.2%	-25%	-2%	i	-4.1	-25%	21%	2%
COc1ccc(NC(=O)C2CCCN(CCCc3ccccc3)C2)cc1OCC(C)C (centres undefined)	?	-0.4%	-70%	?	i	0.6	-1%	-42%	1%
C[C@@H]1[C@H](O)C[C@@]23COC(=O)C2=CCCC3[C@@]1(C)CCC1COC(=O)C1 (some centres undefined)	-1%	8.0%	1%	4%	i	1.4	1%	1%	-5%
C=CCn1c(C)cc(C(=O)CSc2nc3ccccc3o2)c1C	-25%	-0.7%	3%	-27%	i	1.4	-1%	?	-4%
Cc1ccccc1CSCC1Nc2ccc(C(=O)NCCc3ccccc3)cc2NC1=O (centres undefined)	2%	2.7%	3%	/	i	1.4	-29%	/	/
C/C(=N/Nc1ccnc2cc(Cl)ccc12)c1ccc(O)cc1	?	-1.2%	-97%	-17%	i	-2.2	-18%	-26%	0%
O=C(NCCN1CCOCC1)c1ccc(Cl)c(S(=O)(=O)N2CCOCC2)c1	-3%	-0.7%	-22%	3%	i	-0.3	11%	14%	1%
CC1(C(=O)NCc2cccc3ccccc23)CCN1C(=O)Cc1ccc(-c2ccccc2)cc1 (centres undefined)	?	0.5%[9.22 µM]	-32%	/	i	-0.6	30%	/	/
CCc1ccccc1NCC(=O)Nc1ccc(Cl)c(C(F)(F)F)c1	?	-0.5%	-99%	-1%	i	0.5	-85%[inhibitor]	?	2%
Nc1nc(SCC(=O)Nc2cc(-c3ccccc3)nn2-c2ccccc2)n[nH]1	-7%	1.8%	-19%	-6%	i	-97*	-10%	7%	0%
COc1ccc(OCC(=O)N(Cc2ccc(C)o2)C2CCS(=O)(=O)C2)cc1 (centres undefined)	1%	0.0%&0.7%	1%&6%	1%&0%	i	2.5	2%&1%	5%&-3%	3%
O=c1cc(N2CCOCC2)c2ccccc2o1	-6%	-0.6%	7%	0%	i	4.5	-6%	6%	-2%
CC1CCCCC1NC(=S)Nc1ccc(Cl)cc1Cl (centres undefined)	?	2.3%	8%	5%	i	0.7	-1%	9%	-1%
Cc1[nH]c2ccccc2c1C(c1ccncc1)N1CCC(C)CC1 (centres undefined)	-26%	2.5%	-20%	2%	i	-2.2	19%	-3%	-3%
Cc1ccc(N(C)C(=O)c2cnc(N3CCOCC3)c3ccccc23)cc1C	2%	-0.4%	-17%	-4%	/	/	?	/	/
CCOc1ccc2ccccc2c1CNc1nnnn1CC	12%	-0.7%	11%	5%	i	0.1	8%	-3%	-2%
COc1cccc(NC(=O)CCc2nnc3n(Cc4ccccc4Cl)c(=O)c4ccccc4n23)c1	?	-0.7%	-6%	-5%	/	/	-8%	-18%	/
Cc1onc(-c2ccccc2)c1C(=O)OCC(=O)c1ccc[nH]1	-14%	-0.8%	-3%	/	i	0.0	6%	/	/
C=CCOn1c(=O)c(-c2ccc(OC)c(OC)c2)[n+]([O-])c2ccccc21	-10%	3.5%	2%	-12%	i	-1.5	-10%	11%	-13%
CC(=O)CSc1ncnc2sc3c(c12)CCCC3	0%	8.6%	-6%	2%	i	0.6	-20%	?	1%
Cc1ccc(CN2COc3cc(C)c4c(oc(=O)c5ccccc54)c3C2)cc1	13%	1.1%	4%	1%	/	/	1%	2%	/
Cc1cccc(NC(=O)C2CCN(S(=O)(=O)c3c(C)noc3/C=C/c3ccco3)CC2)n1	0%	11%	9%	-2%	i	-3.9	0%	?	0%
CC(=O)c1ccc(NC(=O)CC2Nc3cccc4cccc(c34)NC2=O)cc1 (centres undefined)	-11%&-30%	-0.5%&7.5%	-1%&-9%	1%&-13%	i	-1.7	3%&-19%	-1%&-9%	-3%
Cc1ccc(C(=O)NC(=O)OCCn2c(C)cnc2[N+](=O)[O-])cc1	-12%	0.5%	-13%	25%	i	-2.1	-8%	17%	0%
CN1CCN(S(=O)(=O)c2cc(C(F)(F)F)ccc2Cl)CC1	-1%	-0.5%	20%	-8%	i	-1.7	6%	-1%	-1%
CN(C)C(=O)c1ccc(S(=O)(=O)NCc2ccccc2Cl)s1	-22%	2.7%	-18%	4%	/	/	-32%[inhibitor]	/	/
COC(=O)C1=NN(c2cccc3ccccc23)C2C(=O)N(c3ccccc3OC)C(=O)C12 (centres undefined)	-5%	0.2%	4%	-3%	i	-1.8	3%	-4%	-3%
Cc1ccc(CNS(=O)(=O)c2ccc(F)c(C(=O)Nc3ccc(C)c(F)c3)c2)cc1	-28%	-0.3%	-40%	0%	/	/	-8%	/	/
Cc1ccc(S(=O)(=O)NC2CCCCC2)cc1	37%[activator]	-1.3%	1%	-3%	i	-0.7	-11%	-12%	-3%
Cc1ccc(C)c(NC2=CC(=O)CC(C)(C)C2)c1C#N	3%	0.6%	1%	1%	i	0.4	-19%	-2%	-5%
CCOC(=O)CN1C(=O)C(Sc2n[nH]c(-c3ccccc3)n2)CCc2ccccc21 (centres undefined)	-15%	-0.1%	-18%	-15%	i	1.3	9%	?	0%
O=C(Nc1cccc(Cl)c1)Nc1nc(-c2ccc(Cl)cc2)cs1	?	3.0%	-25%	-6%	i	-5.2	-1%	?	-2%
COC(=O)Cn1c(=O)c2c(n(Cc3ccccc3)c1=O)N/C(=C/c1ccc(Br)cc1)C2=O	?	-1.5%	-43%	-4%	i	-3.8	-18%	?	-3%
O=[N+]([O-])c1ccc(CNc2cccc(F)c2)s1	-13%	?	-30%	-16%	i	0.2	?	2%	-1%
Cc1ccc(NC(=O)Cn2c(=O)n(Cc3ccco3)c(=N)c3c4c(sc32)COC(C)(C)C4)cc1	8%	3.4%	1%	-10%	i	-0.7	3%	-10%	-5%
COC(=O)[C@@]12CCCCN1[C@H](c1ccc(SC3CCCCC3)cc1)[C@H]1C(=O)N(C)C(=O)[C@H]12	?	-0.2%	-13%	0%	i	0.9	7%	-18%	0%
Cc1c(NC(=O)Nc2ccc([N+](=O)[O-])cc2)c(=O)n(-c2ccccc2)n1C	-6%	0.3%	1%	7%	i	-1.9	-15%	6%	0%
O=C(CN1C(=O)S/C(=C/c2cccs2)C1=O)N1CCCC1	6%	-0.1%	6%	2%	i	0.6	0%	?	1%
O=C(NCc1ccco1)c1nc2nc(-c3cccs3)cc(C(F)(F)F)n2n1	-9%	18%	-17%	0%	i	-2.7	8%	-21%	-4%
CCCN(CC(=O)Nc1ccc(OC)c(OC)c1)CC(=O)Nc1ccc(F)c(F)c1F	12%	3.0%	1%	0%	i	-0.9	3%	0%	-1%
Cc1ccc(C)c(S(=O)(=O)N2CCCC2CNC(=O)C(=O)NCc2ccccn2)c1 (centres undefined)	2%	0.1%	-3%	22%	i	-2.1	0%	-22%	4%
Cn1cc(S(=O)(=O)c2ccccc2)c(=O)c2cc(F)c(N3CCCC3)cc21	1%	-0.1%	28%	0%	/	/	0%	-12%	/
